HMGR II inh – inhibitors of E. faecalis class II HMGR, primary screen, biochemical, Enterococcus faecalis | AID 1066, 2008 | 190,000 compounds, 0.41% hits | purified E. faecalis HMGR, NADPH absorbance 340 nm kinetic | inhibition, % at 10 µM | HMG-CoA reductase (Enterococcus faecalis, mvaE);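 active means inhibition above a set limit, the median over all tested compounds plus 3 SD, cut at about 9.5% in these data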;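 further: enzyme runs in reverse so mevalonate oxidation gives rising NADPH absorbance; 0% = complete reaction with DMSO and 100% = background rate lacking mevalonate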
bIAP activator – bovine intestinal alkaline phosphatase activators, primary screen, biochemical, bovine IAP, CDP-star luminescence; alkaline phosphatase, intestinal [Bos taurus]; purified bovine IAP, 30 min; stronger effect = higher value; fold of DMSO-control signal, blank-subtracted; activation factor at 20 µM; 200,000 compounds, 0.17% hits; AID 1016, 2008;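 active means activation factor of 2 or more at 20 µM, a signal rise over negative controls twice the positive control's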
PPARg SRC2 recr – agonists of PPARg-SRC-2 recruitment, primary screen, biochemical, HTS; activation, % at 8 µM; AID 1032, 2008; 200,000 compounds, 0.34% hits; PPARgamma LBD-SRC-2 recruitment; Peroxisome proliferator-activated receptor gamma (Homo sapiens), P37231; in the data active means activation above about 22%;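 further: 0% = vehicle and 100% = reference agonist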
Target sequence (P37231 whole entry, looked up, the tested form may be a part): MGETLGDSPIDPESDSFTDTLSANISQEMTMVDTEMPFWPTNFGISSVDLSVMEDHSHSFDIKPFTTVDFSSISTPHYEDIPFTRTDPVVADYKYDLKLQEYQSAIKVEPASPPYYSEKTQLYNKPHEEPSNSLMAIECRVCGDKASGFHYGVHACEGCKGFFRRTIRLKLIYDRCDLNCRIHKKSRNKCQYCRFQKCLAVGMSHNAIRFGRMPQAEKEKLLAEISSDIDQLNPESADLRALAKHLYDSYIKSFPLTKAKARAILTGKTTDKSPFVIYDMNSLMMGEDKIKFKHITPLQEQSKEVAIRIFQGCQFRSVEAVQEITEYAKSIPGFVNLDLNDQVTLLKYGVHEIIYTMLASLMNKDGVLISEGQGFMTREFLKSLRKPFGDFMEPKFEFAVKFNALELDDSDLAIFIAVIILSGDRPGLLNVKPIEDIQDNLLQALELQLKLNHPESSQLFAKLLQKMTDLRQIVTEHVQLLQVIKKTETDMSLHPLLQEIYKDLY
TNAP inh no acc – human TNAP enzyme inhibitors, primary screen, biochemical, luminescent, no phosphate acceptor, uHTS | 200,000 compounds, 0.26% hits | inhibition, % at 20 µM | Alkaline phosphatase, tissue-nonspecific isozyme (Homo sapiens), P05186 | purified TNAP, CDP-star luminescence, 30 min;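 active means tissue-nonspecific alkaline phosphatase inhibition above about 50% at 20 µM in the single-dose screen, limit read from the data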;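 further: 0% = DMSO negative control and 100% = EDTA positive control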
Target sequence (P05186 whole entry, looked up): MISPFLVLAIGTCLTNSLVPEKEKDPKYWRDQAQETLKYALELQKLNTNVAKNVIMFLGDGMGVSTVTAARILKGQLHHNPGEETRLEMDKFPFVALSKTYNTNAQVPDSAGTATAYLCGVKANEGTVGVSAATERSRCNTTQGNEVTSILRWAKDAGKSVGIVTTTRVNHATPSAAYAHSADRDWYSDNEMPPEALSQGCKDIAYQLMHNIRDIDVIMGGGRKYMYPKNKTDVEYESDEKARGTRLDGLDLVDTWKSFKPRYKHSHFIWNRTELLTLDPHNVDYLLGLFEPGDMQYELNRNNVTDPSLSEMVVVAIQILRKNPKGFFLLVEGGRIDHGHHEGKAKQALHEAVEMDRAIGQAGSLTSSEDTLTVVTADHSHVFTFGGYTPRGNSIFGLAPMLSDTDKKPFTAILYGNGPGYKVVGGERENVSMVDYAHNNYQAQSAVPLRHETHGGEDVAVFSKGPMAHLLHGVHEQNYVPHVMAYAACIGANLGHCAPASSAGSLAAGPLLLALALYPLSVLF
TR-FRET SRC-2 ct – TR-FRET signal artefacts, primary screen, artefact control for PPARgamma SRC-2 agonist project, biochemical; TR-FRET artefact counter-screen; stronger effect = higher value; TR-FRET ratio at 8 µM; 200,000 compounds, 0.4% hits; AID 1049, 2008; in the data active means TR-FRET ratio above about 2000; further: inactives centre near 1500
TNAP act hiacc – TNAP activators at high phosphate acceptor level, primary screen, biochemical, luminescence, uHTS; Alkaline phosphatase, tissue-nonspecific isozyme (Homo sapiens), P05186; purified TNAP, CDP-star luminescence, 1 M DEA, 30 min; stronger effect = higher value; 0 = EDTA background, 1 = DMSO-only activity; activation factor at 20 µM; 200,000 tested, under 10 active; AID 1136, 2008;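 active means activation factor at least 2 at 20 µM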
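Control set: EDTA negative control, DMSO positive control / Assay system: human TNAP / Quantity: TNAP 1/800 final / Evaluation: TNAP activation factor scaled between EDTA and DMSO control wells / Measured by: luminescent substrate turnover signal / Compound dosing: one dose, 20 µM / Times: 30 min enzyme reaction at room temperature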
PPARg SRC1 recr – PPARgamma agonists recruiting SRC-1 coactivator, primary screen, biochemical; activation, % at 8 µM; PPARgamma-SRC-1 coactivator recruitment biochemical assay; 200,000 compounds, 0.41% hits; Peroxisome proliferator-activated receptor gamma (Homo sapiens), P37231; in the data active means activation above about 19%;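 further: 0% = DMSO and 100% = reference agonist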
PPARg SRC3 recr – PPARgamma agonists recruiting SRC-3 coactivator, primary screen, biochemical. 200,000 compounds, 0.26% hits. activation, % at 8 µM. biochemical PPARgamma/SRC-3 coactivator recruitment assay. AID 731, 2007. Peroxisome proliferator-activated receptor gamma (Homo sapiens), P37231; in the data active means activation above about 23%;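 further: 0% = DMSO and 100% = reference agonist; some compounds past the cut are filed as inactive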
bIAP inh – bovine intestinal alkaline phosphatase inhibitors, primary screen, selectivity assay for TNAP inhibitor project, biochemical, bovine IAP, CDP-star luminescence. alkaline phosphatase, intestinal [Bos taurus]. purified bovine IAP, 30 min. inhibition, % at 20 µM. 190,000 tested, under 10 active. AID 1019, 2008;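 active means over 50% inhibition of intestinal alkaline phosphatase at 20 µM in the single-dose screen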
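System: Purified bovine intestinal alkaline phosphatase (IAP) enzyme | Input: IAP diluted 1/65,000,000 in the well | Also added: CDP-star chemiluminescent phosphatase substrate, 30 µM final | Dosing: 20 µM single dose | Times: Enzyme reaction for 30 min at room temperature | Detection: Luminescence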
TNAP inh hi DEA – human TNAP enzyme inhibitors, primary screen, biochemical, luminescent, high phosphate acceptor level, uHTS; Alkaline phosphatase, tissue-nonspecific isozyme (Homo sapiens), P05186; 200,000 compounds, 0.03% hits; purified TNAP, CDP-star luminescence, 1 M DEA; AID 1135, 2008; inhibition, % at 20 µM;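 active means over 50% inhibition of tissue-nonspecific alkaline phosphatase at 20 µM in the single-dose screen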;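 further: plate controls were DMSO wells for no effect and EDTA-quenched wells as full inhibition for full effect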
* = called active by the depositor; x = no result given.

SMILES	HMGR II inh	bIAP activator	PPARg SRC2 recr	TNAP inh no acc	TR-FRET SRC-2 ct	TNAP act hiacc	PPARg SRC1 recr	PPARg SRC3 recr	bIAP inh	TNAP inh hi DEA
CN(C)c1ccc(/C=N/n2ncc3ccccc32)cc1	-13	0.8	7	-12	1526	1	-3	0	22	0
Cc1ccc(NC2OC(C(O)CO)C(O)C2O)cc1[N+](=O)[O-] (stereo not drawn)	-8	0.9	2	-9	1401	1	-2	-4	6	-2
CCNC(=O)COn1c(SCC(=O)NCC)nc2ccccc2c1=O	4	1	-5	-11	1592	1	1	-7	2	3
CC1CCCCC1NC(=O)COC(=O)CNC(=O)c1cccc(F)c1 (stereo not drawn)	2	1.2	-5	-16	1545	1	4	-1	-20	-4
CCCN1CCCc2cc(CN(CCCN3CCOCC3)C(=O)Nc3ccc(OCC)cc3)ccc21	-2	1.1	1	-15	1605	1.1	3	-1	-13	-7
CCC(C)[C@H](NC(=O)NCCCN1CCOCC1)C(=O)OC (stereo partly drawn)	-7	1	-2	-8	1486	1	4	-2	-1	-2
O=C(NCc1ccccc1)c1ccc(Cn2cc(C(F)(F)F)ccc2=O)cc1	-3	1	21	-10	1669	1	-2	5	4	-4
COc1ccccc1NC(=O)c1ccc(NS(C)(=O)=O)cc1	2	0.9	1	-6	1449	1	-5	6	10	-3
CCOC(=O)C1=C(c2ccccc2)Nc2ncnn2C1c1cccc(OC)c1OC (stereo not drawn)	-3	1.1	-1	-8	1423	1	2	-1	-6	2
CCN(CC)S(=O)(=O)c1ccc(/C=C/C(=O)OCC(=O)N(C(C)C)C(C)C)cc1	4	1.1	-9	1	1687	1	3	2	-9	2
COc1ccccc1N(CN1CCCC1=O)C(=O)c1c(F)cccc1Cl	1	1	7	-10	1688	1	4	18	-1	-5
Nc1nnc(SCc2ccc3c(c2)OCO3)s1	-2	0.9	-1	-5	1605	1	8	3	11	-4
Cc1cc(C(=O)COC(=O)c2ccncc2)c(C)n1CCc1ccc(F)cc1	3	1	-1	-16	1476	1	-3	1	2	-2
Cc1cc(C)n(-c2ccc(C(=O)C(C#N)c3nc4ccccc4n3C)cc2)n1 (stereo not drawn)	-6	1.1	-4	-6	1363	1	-8	-1	-10	0
CCOc1ccc(NC2=NCC(=O)N2CCc2ccccc2)cc1	-10	1.1	0	-12	1516	1	-1	1	-15	-4
N#CC1=C(N)C(C#N)(C#N)C(c2ccncc2)C2CN(C(=O)OCc3ccccc3)CC=C12 (stereo not drawn)	-2	1.1	12	-11	1583	1	7	-2	-14	-5
Cc1cc(C)nc(SCc2n[nH]c(=S)n2C)n1	1	1.1	-5	7	1545	1	-6	-3	-6	2
COc1cc2oc(=O)c3c(c2cc1OCC(=O)c1c(C)n(C)c2ccccc12)CCCC3	-8	1	-2	-3	1509	1	-2	-5	-3	-1
CN1CCC(=NNC(=O)CN(c2cccc(Cl)c2)S(C)(=O)=O)CC1	4	1.1	11	-13	1692	1.1	8	0	-14	-5
CC(=O)N1CCN(Cc2nc3cc(NC(=O)Nc4ccccc4)ccc3n2C)CC1	-2	1.3	-1	-14	1500	1.1	3	-4	-31	-7
COc1cccc(C2CC(c3cccc(NS(C)(=O)=O)c3)=NN2C(=O)c2ccccc2)c1OC (stereo not drawn)	-1	1	12	-4	1613	1.1	3	-1	0	-8
CO/C=C\C=C/c1nnn(-c2ccc(Cl)cc2)n1	-4	1	1	-1	1559	1	3	1	-3	0
CC(C)O/N=C1\C(=O)N(c2ccccc2)c2ccccc21	-4	1	-1	-12	1555	1	9	4	-4	-4
COc1ccc(-c2cc(C(=O)OCC(=O)NC(C)(C)C)c3ccccc3n2)cc1	-6	1	1	-7	1541	1.1	4	6	4	-6
CCSc1nnc2ccc(-c3cccs3)nn12	-2	1	1	-8	1670	1	4	0	1	2

Brought forward from above: 2 entries, then new ones.
SMILES	HMGR II inh	bIAP activator	PPARg SRC2 recr	TNAP inh no acc	TR-FRET SRC-2 ct	TNAP act hiacc	PPARg SRC1 recr	PPARg SRC3 recr	bIAP inh	TNAP inh hi DEA
COc1ccc(-c2cc(C(=O)OCC(=O)NC(C)(C)C)c3ccccc3n2)cc1	-6	1	1	-7	1541	1.1	4	6	4	-6
CCSc1nnc2ccc(-c3cccs3)nn12	-2	1	1	-8	1670	1	4	0	1	2
Cn1c(CO)nc2cc(N)ccc21	-4	1	1	-3	1696	1	-1	-11	0	1
FC(F)Oc1ccc(NC(=S)NN2CCOCC2)cc1	-1	0.9	-2	-19	1544	1	1	3	13	4
CCCCNC(=O)C1C2C=CC3(CN(Cc4ccccc4Cl)C(=O)C13)O2 (stereo not drawn)	-1	1	-7	-12	1533	1.1	0	-1	2	-8
COc1cc2c(cc1OC)-c1nc3ccccc3c(=O)n1C(C)(C)C2	-2	1	7	-7	1661	1	8	-1	-4	2
Cc1nnc(SCc2cc(=O)[nH]c(N3CCN(C)CC3)n2)s1	-3	1	7	-8	1746	1	5	4	3	-1
CCOc1ccccc1NC(=O)Cn1c(=O)oc2ccccc21	-4	1.1	-3	-8	1554	1.1	4	5	-8	-7
Cc1ccc(OCC(=O)Nc2ccccc2N2CCCC2)c(C)c1	-3	0.8	7	-10	1455	1.1	-4	5	21	-9
Cc1ccc(-c2cnc3cc(C)nn3c2)cc1	-12	1.1	-14	-15	1641	1	-2	0	-5	-1
Cc1c(-n2c(CN3C(=O)c4ccccc4C3=O)nc3ccccc3c2=O)c(=O)n(-c2ccccc2)n1C	x	x	2	x	1609	x	-2	-10	x	x
COc1cc2c(cc1NC(=O)CN1CCN(S(=O)(=O)c3ccc(C)cc3)CC1)oc1ccccc12	1	1.1	-2	-15	1451	1.1	1	1	-12	-7
COc1ccc(C2CCN(Cc3cccnc3)CC2O)cc1 (stereo not drawn)	-4	1	12	-8	1691	1	14	0	-2	-2
Cc1csc(NC(=O)c2cc(C)oc2C)n1	1	1	6	-2	1557	1.1	3	4	2	-7
Cc1ccc(Cc2nc(-c3cccc(C)c3)no2)cc1	-1	0.8	7	-9	1491	1	-10	2	16	-3
CCn1c(=NC(=O)CN2C(=O)CCC2=O)sc2c(C)cc(C)cc21	-3	1	-8	-15	1630	1	2	6	-2	-4
CSc1ccc(Cn2nnc(C(=O)Nc3ccc(C)c(C)c3)c2N)cc1	1	0.6	4	-17	1687	1.1	-2	-1	37	-10
O=C(NC1CCCCC1)c1ccc(Cn2cc(Cl)cn2)cc1	-3	0.9	6	-14	1389	1	5	-5	15	-4
CCCC1=C(C(=O)OCC)C(c2ccc(F)cc2)n2ncnc2N1 (stereo not drawn)	-4	1	5	-10	1533	1.1	2	0	-3	-10
O=C(CCc1ccccc1)NCCCN1CCOCC1	-1	0.9	-7	1	1745	1	11	8	6	-3
CCCSc1cc(N)cc([N+](=O)[O-])c1	-1	0.8	1	-7	1511	1	2	-2	16	2
CCOC(=O)COc1c(Br)cc(C2NC(=O)NC(C)=C2C(C)=O)cc1OC (stereo not drawn)	-5	1.1	8	-1	1560	1	3	-2	-9	4
CC(=O)Nc1ccc(-n2nnnc2SCC(=O)NCc2cccs2)cc1	-6	0.8	6	-9	1559	1	-4	1	17	-2
COc1ccc(/C=N/N=C2/NC(=O)CC(C(=O)O)S2)cc1 (stereo not drawn)	-7	0.9	9	-7	1627	1	3	0	5	0
O=C(CC1C(=O)NCCN1Cc1ccc(F)c(F)c1)NCCn1cccn1 (stereo not drawn)	0	1.1	5	-12	1675	1.1	0	9	-11	-7
Cc1ccc(N2CCN(C(=S)c3ccc(N(C)C)cc3)CC2)cc1	-5	0.8	0	-7	1935	1	6	3	22	2
O=C(CSc1nc2ccc(Cl)cc2[nH]1)Nc1ccc2c(c1)CCC2	-3	1.1	0	-8	1597	1	5	-4	-6	4
SMILES	HMGR II inh	bIAP activator	PPARg SRC2 recr	TNAP inh no acc	TR-FRET SRC-2 ct	TNAP act hiacc	PPARg SRC1 recr	PPARg SRC3 recr	bIAP inh	TNAP inh hi DEA
Cc1ccc(C(=O)c2c[nH]c(C(=O)NCCCN3CCOCC3)c2)cc1	-2	1	4	-6	1623	1	3	5	4	-2
COc1ccc(OCCC(=O)NCC23CC4CC(CC(C4)C2)C3)cc1	-1	1	0	-9	1414	1	2	1	-2	-3
CC1=C/C(=C/N(C)c2ccccc2)C(=O)S1	-2	0.9	2	-5	1506	1	7	0	6	-1
O=C(NCCc1ccccc1)C1CCN(C2CCN(Cc3ccco3)CC2)CC1	0	1.2	1	-10	1712	1.1	2	4	-15	-7
O=C(c1cccc(C(F)(F)F)c1)c1c[nH]c(C(=O)NCCCN2CCOCC2)c1	-3	0.9	5	9	1568	1	2	1	6	0
COc1ccc(C)cc1N(CC(=O)Nc1cccnc1)S(=O)(=O)c1ccc(C)cc1	-5	1.1	7	-10	1455	1.1	3	0	-6	-9
O=C(Cc1ccc2cccnc2c1)c1ccc(O)cc1O	0	1	0	-13	1392	1.1	2	-1	1	-7
O=C(O)c1cccc(N2CCCCS2(=O)=O)c1	-4	0.9	2	-8	1620	1	3	10	14	2
COc1ccccc1C(=O)Nc1cc2ccccc2oc1=O	-2	1	0	-4	1529	1	-3	-2	0	-2
COc1cccc(CN(C)C(=O)CCc2nnc(-c3ccsc3)o2)c1	-5	1	-1	2	1401	1	0	6	-5	-1
Cc1c(NC(=O)NC(=O)c2ccc(F)cc2)c(=O)n(-c2ccccc2)n1C	-1	1.1	-2	-7	1556	1	3	7	-6	0
Cc1ccc(CNC(=O)c2cccc(-n3cnnn3)c2)cc1	-1	0.9	0	-3	1620	0.9	4	8	10	7
Cc1ccc(NC(=O)c2nc[nH]c2C(=O)Nc2ccc(C)cc2)cc1	-2	1.2	1	-11	1401	1	-2	1	-23	-2
COc1ccc(C(=O)C2CCCN(C(=O)c3cc(C(C)C)no3)C2)cc1F (stereo not drawn)	-2	1	1	-9	1373	1.1	6	1	-2	-10
CC(=O)Nc1ccc(NC(=O)c2ccc(CSc3ccccc3)o2)cc1	1	1.1	2	-7	1639	1.1	-4	5	-14	-5
O=C(Nc1ccc(Cl)cc1)Nc1ccc2c(c1)N1CCN=C1S2	2	1.2	4	-15	1467	1.1	-3	2	-18	-11
NNC(=O)C1CC(O)CN1S(=O)(=O)c1ccc(Cl)cc1 (stereo not drawn)	-9	1.1	0	-15	1781	1	6	9	-9	-3

Source: PubChem BioAssay (several laboratories)
